Ecoli viability – bacterial growth inhibition, counter-screen for AddAB inhibitors. inhibition, % at 11.9 µM. E. coli V3065 growth, OD600 absorbance, 18 h. 330,000 compounds, 0.27% hits;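 active = inhibition above the campaign's mean inhibition across all tested compounds plus 3 SD, cut at about 9.9% in these data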;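 also: uninfected addAB+ strain grown without phage in ampicillin broth; 0% = DMSO wells and 100% = ciprofloxacin 0.95 µg/ml wells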
phage Ecoli inh – E. coli growth loss with phage present; 360,000 compounds, 0.26% hits; growth absorbance; AID 651602; inhibition, % at 11.9 µM; in the data active = inhibition above about 11%
AddAB inh – less growth of phage-infected E. coli with AddAB; E. coli expressing H. pylori AddAB, absorbance growth; inhibition, % at 11.9 µM; 330,000 compounds, 0.29% hits; in the data active = inhibition above about 12%;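 also: 0% = vehicle wells of infected cells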
Wnt bcat act – Wnt/beta-catenin pathway activation; Wnt/beta-catenin reporter cell assay, activator, plate reader; activation, % at 9.35 µM; 300,000 compounds, 1.2% hits; AID 743398; in the data active = activation above about 30%, passing the limit was not always enough; inconclusive = no clear call, values can overlap the other calls;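 also: 0% = neutral control wells and 100% = positive control wells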
CAL PDZ FP-1 – blocks peptide binding to the human CAL PDZ domain. AID 602252. 300,000 compounds, 0.92% hits. inhibition, % at 24.9 µM. purified CAL PDZ, TMR-peptide fluorescence polarization, 1 h;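 active = mean inhibition of at least 30% with at least half of replicates also reaching 30%; inconclusive = no clear call, values can overlap the other calls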;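 also: 0% = DMSO neutral control and 100% = excess unlabeled competitor peptide PRC23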
Tat export inh – inhibitors of E. coli Tat protein transport. E. coli MC4100 TorA-mCherry Tat export, fluorescence. inhibition, % at 10 µM. 340,000 compounds, 0.036% hits;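 active = mean replicate inhibition at least 50% and at least half of replicates individually reaching 50%; inconclusive = only one of the two criteria met; inactive = neither criterion met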;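 also: exported cargo escapes ClpAP degradation while cytoplasmic cargo is degraded and loses fluorescence; 0% = median of neutral control wells and 100% = median of NaSCN control wells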
MITF TRPM1 HTS – increases MITF-driven TRPM1 promoter luciferase signal | SK-MEL-5 TRPM1-promoter luciferase, 24 h; % of positive control, neutral wells = 0 | activation, % at 12.5 µM | 300,000 compounds, 0.75% hits;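 active = mean activation of at least 80% with every replicate also reaching 80%; inconclusive = mean reaches 80% but some replicate falls short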;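 also: 0% = neutral control wells and 100% = parthenolide positive control wells; values of inactives mirror those of a sister screen read the other way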
SR-BI DiI-HDL act – activators of SR-BI mediated HDL lipid uptake; 320,000 compounds, 0.096% hits; AID 504775; CHO ldlA[mSR-BI] cells, DiI-HDL uptake fluorescence, 3 h; 100 = double the neutral-control signal; activation, % at 12.5 µM;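 active = mean replicate activation of at least 60% and every replicate at or above 60%; inconclusive = mean or all-replicate condition met, but not both; inactive = mean below 60% and not all replicates reaching 60%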;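 also: 0% = median plate neutral-control signal and 100% = twice that signal; values of inactives mirror those of a sister screen read the other way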
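System: CHO ldlA[mSR-BI] cells / Medium: HEPES-buffered (25 mM, pH 7.4) F12 plus 0.5% BSA / Probe or stimulus: labelled HDL, 10 µg/mL / Doses: single compound concentration, delivered by pin transfer / Schedule: 3 h, 37 °C / Measured by: DiI fluorescence, bottom read / Measure: cell-associated DiI fluorescence as measure of HDL uptake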
SR-BI DiI inh – inhibitors of mouse SR-BI mediated HDL lipid uptake | Q61009 | ldlA[mSR-BI] CHO cells, DiI-HDL uptake fluorescence, 3 h | inhibition, % at 12.5 µM | 320,000 compounds, 0.96% hits | AID 488896;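 active = mean replicate inhibition of at least 70% and a set share of replicates each scoring 70 or more; inconclusive = meets just one of the two criteria; inactive = fails both criteria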;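 also: 0% = median of neutral control wells and 100% = median of positive control wells; values of inactives mirror those of a sister screen read the other way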
Target sequence (Q61009 whole entry, looked up): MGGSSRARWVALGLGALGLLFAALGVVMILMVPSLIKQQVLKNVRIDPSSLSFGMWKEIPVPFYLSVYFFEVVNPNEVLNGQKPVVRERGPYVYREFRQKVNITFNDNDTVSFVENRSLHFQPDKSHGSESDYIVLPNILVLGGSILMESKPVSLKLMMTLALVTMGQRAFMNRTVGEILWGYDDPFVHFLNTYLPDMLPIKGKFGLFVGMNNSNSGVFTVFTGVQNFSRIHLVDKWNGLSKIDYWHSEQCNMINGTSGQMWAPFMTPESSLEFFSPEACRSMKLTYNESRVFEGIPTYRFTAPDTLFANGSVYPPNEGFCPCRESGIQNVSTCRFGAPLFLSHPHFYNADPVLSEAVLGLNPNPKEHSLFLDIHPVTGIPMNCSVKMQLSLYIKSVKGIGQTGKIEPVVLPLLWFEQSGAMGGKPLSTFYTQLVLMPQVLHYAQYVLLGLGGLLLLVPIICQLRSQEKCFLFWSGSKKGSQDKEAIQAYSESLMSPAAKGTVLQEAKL
CAL PDZ FP-2 – blocks peptide binding to human CAL PDZ domain. Q9HD26. purified CAL PDZ, TMR-peptide fluorescence polarization, 1 h. inhibition, % at 20 µM. 330,000 compounds, 0.02% hits. AID 504414;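 active = highest replicate inhibition of at least 40%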;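 also: plate controls were DMSO neutral control wells for no effect and unlabeled competitor peptide control wells for full effect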
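Test system: purified CerCALP PDZ construct; Compound dosing: one concentration, 20 µM compound; Also added: TMR-labelled reporter peptide T*-PRC34 bound in PDZ groove; Read-out: inhibition from polarization loss; Controls: unlabelled peptide and DMSO controls; Signal: FP readout, S and P plane fluorescence; Incubation: 1 h at RT.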
Starred values were filed as active, the others as inactive; ? = inconclusive; · = no result given.

SMILES	Ecoli viability	phage Ecoli inh	AddAB inh	Wnt bcat act	CAL PDZ FP-1	Tat export inh	MITF TRPM1 HTS	SR-BI DiI-HDL act	SR-BI DiI inh	CAL PDZ FP-2
CC(=O)C1=C(O)C(=O)N(CCc2c[nH]c3ccccc23)C1c1ccc(O)cc1 (centres undefined)	-2.7	2.7	0.1	-1	·	17	·	25	-25	-0.8
O=C(NC(NCc1ccccn1)(C(F)(F)F)C(F)(F)F)c1ccco1	1.4	3.4	-2.4	-2	·	-7	2	7	-7	-1.4
O=C(NN=C1CCCC1)c1ccn[nH]1	1.4	4.2	3.5	-1	-2	-1	3	-9	9	-0.2
COc1cc2c(cc1OC)C(COc1ccccc1OC)N(C(C)=O)CC2 (centres undefined)	1.6	0.0	1.0	1	-2	0	-4	-6	6	0.0
CC(C)(C)NS(=O)(=O)c1cc(C(=O)O)ccc1Cl	1.6	3.4	2.2	0	-2	-4	9	22	-22	-3.4
CSCCC(NC(=O)C1CCCC1)c1nnc2ccccn12 (centres undefined)	1.5	1.1	2.6	2	·	-2	-8	8	-8	-1.0
CCOCCOC(=O)C(C)Oc1ccc(Oc2ncc(Cl)cc2Cl)cc1 (centres undefined)	-0.8	4.1	-1.0	-1	-1	-6	-9	0	0	-0.9
O=C1CCCc2c1nc(-c1ccc(F)cc1)n2O	3.6	3.9	3.7	-2	0	22	·	19	-19	-0.6
Cc1ccc(OCC(=O)NCC2CCCO2)c(C)c1 (centres undefined)	-0.6	1.4	0.5	11	-4	-5	30	39	-39	-1.6
Cc1ccccc1-c1cc(=O)c2c(O)cccc2o1	-1.2	3.6	1.9	1	-2	4	8	-4	-2	-0.1
Cn1c(CNC(=O)CCNC(=O)c2cccc(Cl)c2)cc(=O)n(C)c1=O	-0.1	1.7	2.1	-1	43*	3	6	7	-7	-1.1
CCn1c(CNc2ccc(F)cc2)nnc1SCC(=O)Nc1ccccc1OC	-1.2	3.0	-1.2	·	·	-6	·	-2	2	-0.7
Cc1cc2ccccc2nc1SCC(=O)NC1CCCC1	-0.3	2.1	0.8	0	1	1	15	22	-22	-2.0
COc1ccc(NS(=O)(=O)c2ccc(C(=O)NCC3(N4CCOCC4)CCCCC3)cc2)cc1	-0.3	-0.2	-0.4	-4	·	34	5	-35	35	-1.8
COc1cc(NC(=O)C2CC(=O)N(Cc3ccco3)C2)c(OC)cc1Cl (centres undefined)	1.9	1.7	-0.3	2	17	1	-1	-21	21	-0.3

No new results follow: three of the compounds above.
SMILES	Ecoli viability	phage Ecoli inh	AddAB inh	Wnt bcat act	CAL PDZ FP-1	Tat export inh	MITF TRPM1 HTS	SR-BI DiI-HDL act	SR-BI DiI inh	CAL PDZ FP-2
CC(=O)C1=C(O)C(=O)N(CCc2c[nH]c3ccccc23)C1c1ccc(O)cc1 (centres undefined)	-2.7	2.7	0.1	-1	·	17	·	25	-25	-0.8
O=C(NC(NCc1ccccn1)(C(F)(F)F)C(F)(F)F)c1ccco1	1.4	3.4	-2.4	-2	·	-7	2	7	-7	-1.4
O=C(NN=C1CCCC1)c1ccn[nH]1	1.4	4.2	3.5	-1	-2	-1	3	-9	9	-0.2

(further entries)
SMILES	Ecoli viability	phage Ecoli inh	AddAB inh	Wnt bcat act	CAL PDZ FP-1	Tat export inh	MITF TRPM1 HTS	SR-BI DiI-HDL act	SR-BI DiI inh	CAL PDZ FP-2
CC1CCN(C(=O)COC(=O)COc2ccccc2C#N)CC1	3.3	0.5	2.9	-1	6	0	3	9	-9	0.2
N#CC1(Nc2ccc(Br)cc2)CCCC1	·	1.9	·	2	-6	9	-3	3	-3	0.4
C/C(=N\NC(=O)CN1CCN(S(=O)(=O)c2ccc(C)cc2)CC1)c1ccc(O)cc1	-2.1	-0.1	-1.4	0	2	-8	4	-3	3	1.2
C/C(=N\NC(=O)CNC(=O)C(c1ccccc1)c1ccccc1)c1ccc(C(C)(C)C)cc1	-1.5	0.1	1.1	·	-4	-5	-9	-20	20	-1.7
COc1cccc(CN(C)C(=O)c2cc(S(=O)(=O)NC3CCCCC3)ccc2C)c1OC	-2.3	-0.3	0.6	-2	-6	2	-9	-14	14	-0.3
C=CCOc1ccc(CNCc2cccnc2)cc1	4.5	3.0	5.8	0	9	-6	·	23	-23	-1.7
Cc1cnc(C(=O)OCC(=O)c2ccc(C3CCCCC3)cc2)cn1	-0.2	3.4	-0.5	3	3	-5	14	0	0	-2.4
O=C(COc1ccc(S(=O)(=O)N2CCOCC2)cc1)NC1CC1	2.5	0.2	3.9	-1	·	-7	-4	·	·	-1.7
Cc1ccc(NC(=O)CSCc2ccc(F)cc2)cc1	0.9	3.1	0.2	29	-1	1	56	0	0	0.6
O=C(Nc1ccc(Cl)c(Cl)c1)N1CCC(N2CCCCC2)CC1	-2.7	1.5	2.4	·	-1	-2	4	·	-23	-1.2
O=C(Cn1nnc(-c2ccccc2)n1)NCc1ccccc1	0.0	-0.8	1.2	-6	-4	-5	-3	45	-45	-2.9
COc1ccc(N2C(=O)C3C(C2=O)C2C=CC3C23CC3)c([N+](=O)[O-])c1 (centres undefined)	0.8	4.0	4.9	·	-2	-4	-9	19	-19	-2.3
Cn1c(Cn2c(=O)sc3ccccc32)nnc1SCC(=O)N1CCCc2ccccc21	0.0	2.9	3.2	-2	1	0	11	-9	9	0.1
CN(C)C(=O)CSc1nnc(NC(=O)CCc2ccccc2)s1	0.1	-0.9	-0.8	0	·	1	·	0	0	-6.2
O=C(Nc1cccnc1)c1ccc(Cl)c(Cl)c1	0.4	1.5	2.1	4	-5	-11	24	23	-23	-2.3
Cc1nc(-c2ccc(S(=O)(=O)Oc3ccccc3Cl)s2)cs1	-0.6	1.2	1.0	2	0	-1	30	?	-87	0.0
C=CCn1c(N)c(C(=O)NCCC2=CCCCC2)sc1=S	1.4	2.7	1.4	10	·	-4	63	-25	25	-1.9
Cc1nnc(SCC(=O)NC2CC2)n1-c1ccccc1	-2.5	-1.8	0.4	0	-1	-7	-9	32	-32	-1.4
Cc1ccc(NC(=O)C2CCN(S(=O)(=O)c3c(C)noc3C)CC2)cc1C	-2.2	3.6	0.7	4	8	-2	-5	-44	44	-0.3
O=C(Nc1nc(-c2ccccn2)cs1)c1ccc(-c2ccccc2F)o1	-2.6	-0.8	-5.2	5	2	-2	13	-4	4	-2.4
N#Cc1cc(C(=O)c2ccccc2OCC(=O)Nc2ccccc2Cl)cn(C2CCCCC2)c1=O	3.0	0.9	2.9	-3	-3	-1	0	-20	20	-1.5
Nc1nc(SCC(=O)N2CCCc3ccccc32)n(-c2ccccc2)n1	0.2	3.3	1.6	-4	·	2	-10	-1	1	-1.3
COc1cccc(C(C)NC(=O)Cc2cccs2)c1 (centres undefined)	-2.8	1.3	1.7	0	·	10	-3	13	-13	-0.1
COc1ccccc1C(=O)Nc1ccc(Cc2ccncc2)cc1	1.3	4.5	1.6	5	2	8	16	-3	3	-1.6
Cc1oc(-c2ccc(Cl)cc2)nc1CS(=O)CC(=O)NCc1ccccc1 (centres undefined)	-0.4	1.2	2.7	2	3	2	-3	11	-11	-2.3
CCCCN(C)C(=O)c1sc2ncn(CC)c(=O)c2c1C	0.1	0.3	1.0	·	-3	3	7	-15	15	-1.7
Cc1nccn1CCC(=O)Nc1ccc(Cl)cc1	1.8	2.5	1.0	3	13	-1	26	·	·	-2.7
O=C1CCN(CCc2ccccc2)CCN1CCSc1ccccc1	-1.1	3.4	4.6	3	-3	0	29	23	-23	-1.5
COc1cccc(-c2c(NC(C)=O)n(C)c3ccccc3c2=O)c1	-1.0	1.8	-1.9	0	-4	0	·	19	-19	-1.2
Cc1cc(-c2csc(N)n2)c(C)n1Cc1ccco1	-0.3	3.1	0.2	2	-7	-12	17	-1	1	0.5
Cc1ccc(NS(=O)(=O)c2cc(C(=O)N3CCN(CCO)CC3)ccc2C)cc1	-0.5	3.0	1.3	1	-4	0	1	23	-23	-0.7
NC(=O)CSc1nc2c(sc3ccccc32)c(=O)n1CCCC(=O)NCC1CCCO1 (centres undefined)	0.5	2.8	0.4	-3	-5	-4	9	0	0	-2.7
O=C(O)CC1SC(=Nc2cccc(C(F)(F)F)c2)NC1=O (centres undefined)	-0.8	0.8	0.3	·	-2	11	0	-10	10	-2.6
COc1cc(C(=O)NC2CCN(Cc3nnnn3Cc3cccs3)CC2)cc(OC)c1OC	-0.9	1.5	-1.8	·	-29	-4	-1	-20	20	-0.5
Nc1nc(-c2c(Cl)cccc2Cl)no1	-1.4	-0.1	1.1	1	-4	-15	·	6	-6	-0.5
O=C(CCc1ccccc1)Nc1ccc2c(c1)OCCO2	1.0	-0.7	2.6	16	2	2	71	-1	1	-0.7
CCC(=O)N1CCc2cc(S(=O)(=O)NCCN3CCCCC3CC)ccc21 (centres undefined)	-4.7	2.5	2.7	-5	-1	11	-4	-8	8	-1.4
CN(C)/C(=N\S(=O)(=O)c1ccccc1)c1ccc([N+](=O)[O-])cc1	0.7	3.5	1.5	-1	-1	9	4	34	-34	0.5
CN1CCCC(OC(=O)CCCC(=O)OC2CCCN(C)C2)C1 (centres undefined)	-0.8	3.3	-0.3	·	1	1	-9	8	-8	0.6
Cc1ccc(C23CC4CC(CC(C(=O)N5CCOCC5)(C4)C2)C3)cc1	-1.1	3.7	0.3	-5	-1	-2	-7	14	-14	-2.3
COC(=O)c1ccc(-c2ncc(-c3cccc4ccccc34)o2)cc1	-0.1	0.0	0.4	-1	12	5	30	-6	18	·
CCCn1c(=O)c(C#N)cn(C2CC2)c1=O	-2.8	1.7	1.4	1	-1	5	5	54	-54	-0.3
COc1ccc(C2=NN(C(=O)CSc3cn(C)c4ccccc34)C(c3ccc(OC)cc3)C2)cc1 (centres undefined)	-0.3	1.6	0.5	-5	1	8	·	-10	10	0.1
CCOc1ccc(C(=O)/C=C/Nc2ccc(S(=O)(=O)Nc3onc(C)c3C)cc2)cc1	5.0	5.1	8.4	14	4	-13	14	13	-13	0.6
O=C(c1ccc(Br)o1)N(Cc1ccccc1)c1ccccn1	-0.3	3.1	-1.3	·	·	2	-2	-8	8	-1.0
Cc1ccc(NC(=S)N2CCCCC2CO)cc1C (centres undefined)	-1.3	3.0	3.5	2	-8	-4	10	-16	16	0.4
N/C(=N\OC(=O)c1cccc(Cl)c1)c1ccccn1	-0.3	0.8	-1.1	-18	-2	-10	2	1	-1	-1.4
O=C(c1ccc([N+](=O)[O-])s1)N1CCc2ccccc2C1	-0.8	3.3	1.1	0	6	7	-18	7	-7	0.2
Cn1nnnc1SCC(=O)NC1CCCc2ccccc21 (centres undefined)	-0.8	0.1	1.6	-1	6	-3	0	1	-1	-0.7
CCn1nnc2cc(C(=O)Nc3cc(S(C)(=O)=O)ccc3Cl)ccc21	-0.3	-1.8	1.2	1	-4	2	12	-4	4	-2.0

Source: PubChem BioAssay (several laboratories)
